NCOA2 inhibitor – human SRC2 (NCOA2) inhibition; HEK293 GAL4-SRC2 luciferase reporter, luminescence; AID 651957; actives 0.17% (n = 370,000); inhibition, % at 9 µM;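 active = inhibition above the mean inhibition of all tested compounds plus 3 SD, set per campaign, cut at about 52% in these data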;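 also: 0% = DMSO treated cells and 100% = cells given Gossypol at 36 µM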
Target sequence (Q15596 whole entry, looked up, the tested form may be a part): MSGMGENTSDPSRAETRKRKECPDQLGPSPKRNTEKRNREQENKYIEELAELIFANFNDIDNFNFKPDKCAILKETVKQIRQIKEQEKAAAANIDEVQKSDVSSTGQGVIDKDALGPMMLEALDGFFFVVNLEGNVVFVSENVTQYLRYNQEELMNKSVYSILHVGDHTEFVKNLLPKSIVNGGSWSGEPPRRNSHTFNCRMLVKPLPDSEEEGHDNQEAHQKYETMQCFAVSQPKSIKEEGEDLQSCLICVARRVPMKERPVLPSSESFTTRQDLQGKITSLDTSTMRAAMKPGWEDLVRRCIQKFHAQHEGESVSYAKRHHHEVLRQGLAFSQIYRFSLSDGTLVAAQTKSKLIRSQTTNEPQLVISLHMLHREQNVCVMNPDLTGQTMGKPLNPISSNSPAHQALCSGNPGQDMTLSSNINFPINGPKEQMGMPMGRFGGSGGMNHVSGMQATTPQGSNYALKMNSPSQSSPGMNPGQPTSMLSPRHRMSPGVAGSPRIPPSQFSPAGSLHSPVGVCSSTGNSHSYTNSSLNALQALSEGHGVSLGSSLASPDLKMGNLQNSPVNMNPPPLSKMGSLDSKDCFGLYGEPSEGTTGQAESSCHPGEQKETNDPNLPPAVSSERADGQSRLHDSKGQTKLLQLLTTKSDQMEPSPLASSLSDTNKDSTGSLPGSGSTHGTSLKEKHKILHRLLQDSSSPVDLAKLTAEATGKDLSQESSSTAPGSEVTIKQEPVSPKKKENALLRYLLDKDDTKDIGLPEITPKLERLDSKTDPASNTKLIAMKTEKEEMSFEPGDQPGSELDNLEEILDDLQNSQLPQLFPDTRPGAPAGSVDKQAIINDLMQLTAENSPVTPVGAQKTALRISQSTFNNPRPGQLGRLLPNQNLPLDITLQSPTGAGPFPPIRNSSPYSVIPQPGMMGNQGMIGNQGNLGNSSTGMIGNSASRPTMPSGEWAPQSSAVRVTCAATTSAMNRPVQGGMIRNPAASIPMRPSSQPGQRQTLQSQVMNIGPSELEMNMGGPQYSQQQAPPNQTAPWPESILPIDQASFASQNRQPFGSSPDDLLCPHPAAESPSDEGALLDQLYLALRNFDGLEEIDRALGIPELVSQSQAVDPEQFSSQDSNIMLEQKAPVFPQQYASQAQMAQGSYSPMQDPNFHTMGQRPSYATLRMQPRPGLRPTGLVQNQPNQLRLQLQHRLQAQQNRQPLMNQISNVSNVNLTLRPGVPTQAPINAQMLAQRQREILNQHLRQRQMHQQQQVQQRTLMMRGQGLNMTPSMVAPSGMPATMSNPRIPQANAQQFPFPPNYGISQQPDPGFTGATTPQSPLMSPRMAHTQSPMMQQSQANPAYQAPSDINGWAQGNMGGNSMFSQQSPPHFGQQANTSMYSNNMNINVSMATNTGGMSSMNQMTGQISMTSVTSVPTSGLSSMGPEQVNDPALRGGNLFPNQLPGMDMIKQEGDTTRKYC
NOD2 RIPK2 PPI – inhibitors of human NOD2-RIPK2 interaction. CHO BLA complementation NOD2-RIPK2, CCF4 ratio. AID 624267. actives 0.38% (n = 360,000). O43353. inhibition, % at 4.98 µM; in the data active = inhibition above about 21%;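 also: 0% = vehicle only and 100% = reference blocker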
TLR9-MyD88 block – inhibitors of human TLR9-MyD88 binding; inhibition, % at 4.98 µM; actives 0.21% (n = 340,000); CHO BLA complementation TLR9-MyD88, CCF4 FRET ratio;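 active = inhibition above the mean over all tested compounds plus 3 SD, cut at about 21% in these data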;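 also: 0% = DMSO only wells and 100% = clavulanate BLA inhibitor control wells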
MC4R ag barr – activates human MC4R beta-arrestin recruitment. actives 0.98% (n = 360,000). U2OS MC4R beta-arrestin complementation, luminescence; percent of melanotan II response, DMSO zero. activation, % at 8.9 µM;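 active = activation above a per-plate cutoff, the mean activation of sample wells on that plate plus 3 SD, cut at about 8% in these data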
MC4R antag cAMP – human MC4R antagonism in cAMP assay; inhibition, % at 6.5 µM; P32245; AID 540295; MC4R-expressing cells, MTII-stimulated cAMP, LANCE TR-FRET; actives 0.48% (n = 360,000);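 active = inhibition above its plate's cutoff, the mean of tested wells on that plate plus 3 SD, cut at about 29% in these data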;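 also: 0% = Melanotan II alone and 100% = Melanotan II plus saturating MCL0020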
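System: U2OS-MC4R stable cell line; Technique: Eu-cAMP/anti-cAMP TR-FRET, emission 671 nm; Repeats: single well per compound; Also added: Melanotan II; Dosing: one concentration, 6.5 µM nominal; Schedule: 30-min compound, 1-h challenge, 1-h detection, room temperature.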
NR5A2 inv ag – NR5A2 inverse agonism in reporter assay. O00482. actives 0.13% (n = 360,000). AID 602396. HEK293T StAR-luciferase reporter, LRH-1 transfected, 24 h. inhibition, % at 3.6 µM;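 active = inhibition above the mean inhibition of all tested compounds plus 3 SD, cut at about 73% in these data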;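 also: 0% = DMSO wells and 100% = reporter-only cells lacking LRH-1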
NCOA3 inh – human NCOA3 inhibition; Q9Y6Q9; HEK293 GAL4-SRC3 luciferase reporter, luminescence; inhibition, % at 3.6 µM; actives 0.17% (n = 360,000);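 active = inhibition above a per-campaign cutoff, the mean of all compounds plus 3 SD, cut at about 60% in these data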;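 also: 0% = DMSO-treated cells and 100% = gossypol-treated cells at 36 µM; higher means less SRC3-driven luciferase light from the GAL4 reporter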
LMP1 NFkB inh – reduces LMP1-driven NF-kappaB luciferase signal | actives 0.69% (n = 350,000) | LMP1-induced NF-kappaB luciferase reporter cells, luminescence | inhibition, % at 12.5 µM | AID 504558; in the data active = inhibition above about 41%;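 also: 0% = neutral control wells and 100% = reference inhibitor control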
SRC1 inh – inhibits human SRC1 coactivator; Q15788; actives 0.12% (n = 360,000); HEK293 GAL4-SRC1 luciferase reporter, luminescence; inhibition, % at 3.6 µM;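 active = inhibition above the campaign mean plus 3 SD, with each screening campaign given its own cutoff, cut at about 60% in these data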;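 also: 0% = DMSO treated cells and 100% = gossypol at 36 µM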
NR2F2 inh – blocks human COUP-TFII nuclear receptor. HEK293T NGFI-A luciferase reporter, luminescence. actives 0.7% (n = 370,000). P24468. inhibition, % at 8.6 µM. AID 686940;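 active = inhibition above a per-plate cutoff, mean inhibition of test wells between control levels plus 3 SD, cut at about 38% in these data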;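 also: cells cotransfected with COUP-TFII expression vector driving the NGFI-A reporter; 0% = median of COUP-TF2 test wells and 100% = reporter-only cells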
ABHD5 PLIN5 PPI – inhibitors of human ABHD5-perilipin-5 interaction; Split G. princeps luciferase complementation, luminescence, 4 h; inhibition, % at 4 µM; actives 0.78% (n = 360,000); AID 602281;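 active = inhibition above the mean inhibition across every tested compound plus 3 SD, cut at about 22% in these data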;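 also: 0% = DMSO only wells and the 100% control is not disclosed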
* = called active by the depositor.

For Cc1cc(=O)n2nc(N3CCC(C(=O)N4CCN(c5ccccc5)CC4)CC3)sc2n1 the results were NCOA2 inhibitor -24, NOD2 RIPK2 PPI 0, TLR9-MyD88 block -6, MC4R ag barr -0.3, MC4R antag cAMP 16, NR5A2 inv ag 2, NCOA3 inh 4, LMP1 NFkB inh 2, SRC1 inh -13, NR2F2 inh -3 and ABHD5 PLIN5 PPI 1.
For C=CCc1cccc(/C=N/NC(=O)c2ccccc2Br)c1O the results were NCOA2 inhibitor -4, NOD2 RIPK2 PPI 4, TLR9-MyD88 block -1, MC4R ag barr -0.2, MC4R antag cAMP 13, NR5A2 inv ag -4, NCOA3 inh -4, LMP1 NFkB inh 1, SRC1 inh 4, NR2F2 inh -10 and ABHD5 PLIN5 PPI -4.
Screening COc1cc(OC)cc(C2C(C#N)=C(N)Oc3n[nH]c(-c4cccnc4)c32)c1 (stereo not given) returned NCOA2 inhibitor 8, NOD2 RIPK2 PPI -13, TLR9-MyD88 block -2, MC4R ag barr -0.6, MC4R antag cAMP -52, NR5A2 inv ag 4, NCOA3 inh 19, LMP1 NFkB inh -8, SRC1 inh 13, NR2F2 inh 23 and ABHD5 PLIN5 PPI -24.
`C[C@H](CO)N1C[C@H](C)[C@@H](CN(C)Cc2cccc(C(=O)O)c2)Oc2cc(Br)ccc2S1(=O)=O` gave NCOA2 inhibitor 16, NOD2 RIPK2 PPI -5, TLR9-MyD88 block -13, MC4R ag barr 0.7, MC4R antag cAMP 6, NR5A2 inv ag 21, NCOA3 inh 8, LMP1 NFkB inh -4, SRC1 inh 14, NR2F2 inh 23 and ABHD5 PLIN5 PPI -1.
`Cc1cccc(/C=N\NC(=O)c2ccc(Cl)cc2)c1O` gave NCOA2 inhibitor 3, NOD2 RIPK2 PPI 10, TLR9-MyD88 block 7, MC4R ag barr -1.1, MC4R antag cAMP 4, NR5A2 inv ag -67, NCOA3 inh 20, LMP1 NFkB inh 19, SRC1 inh -39, NR2F2 inh -15 and ABHD5 PLIN5 PPI 0.
Screening O/N=C/c1ccc(OCc2ccccc2F)c(Cl)c1 returned NCOA2 inhibitor -74, NOD2 RIPK2 PPI -4, TLR9-MyD88 block -3, MC4R ag barr 1.3, MC4R antag cAMP -2, NR5A2 inv ag -50, NCOA3 inh -54, LMP1 NFkB inh -33, SRC1 inh -145, NR2F2 inh -53 and ABHD5 PLIN5 PPI -6.
Screening COc1ccccc1N1CCN(C(=O)Nc2cccc(C)c2)CC1 returned NCOA2 inhibitor -39, NOD2 RIPK2 PPI 9, TLR9-MyD88 block -6, MC4R ag barr -1.4, MC4R antag cAMP 2, NR5A2 inv ag -23, NCOA3 inh -13, LMP1 NFkB inh 0, SRC1 inh -31, NR2F2 inh -44 and ABHD5 PLIN5 PPI 7.
CCn1cc(C(=O)OC)c(=O)c2cc(S(=O)(=O)N(C)C3CCCCC3)ccc21 was read as NCOA2 inhibitor -28, NOD2 RIPK2 PPI 1, TLR9-MyD88 block -2, MC4R ag barr -0.5, MC4R antag cAMP 9, NR5A2 inv ag -9, NCOA3 inh 8, LMP1 NFkB inh 8, SRC1 inh 9, NR2F2 inh 8 and ABHD5 PLIN5 PPI 0.
For COc1ccc(N2CCN(S(=O)(=O)CCNC(=O)C3CCCCC3)CC2)cc1 the results were NCOA2 inhibitor -1, NOD2 RIPK2 PPI -6, TLR9-MyD88 block 1, MC4R ag barr -1.5, MC4R antag cAMP 3, NR5A2 inv ag 1, NCOA3 inh -4, LMP1 NFkB inh 0, SRC1 inh 8, NR2F2 inh 24 and ABHD5 PLIN5 PPI 1.
CCCCn1c(N)c(N(CCOC)C(=O)C2CC(=O)N(c3cccc(SC)c3)C2)c(=O)[nH]c1=O (stereo not given) was read as NCOA2 inhibitor 4, NOD2 RIPK2 PPI -6, TLR9-MyD88 block -7, MC4R ag barr -0.8, MC4R antag cAMP 18, NR5A2 inv ag 10, NCOA3 inh -3, LMP1 NFkB inh 2, SRC1 inh -7, NR2F2 inh -19 and ABHD5 PLIN5 PPI 4.
For CCc1ccc(S(=O)(=O)Nc2cc3c(cc2C)n(C)c(=O)n3C)cc1 the results were NCOA2 inhibitor 10, NOD2 RIPK2 PPI -7, TLR9-MyD88 block -33, MC4R ag barr -3.2, MC4R antag cAMP -9, NR5A2 inv ag 37, NCOA3 inh 16, LMP1 NFkB inh 9, SRC1 inh -4, NR2F2 inh 41* and ABHD5 PLIN5 PPI -2.
Screening CC(=O)Nc1ccc(NC(=O)CSc2ncnn2-c2ccccc2)cc1 returned NCOA2 inhibitor 16, NOD2 RIPK2 PPI -7, TLR9-MyD88 block 7, MC4R ag barr -2.0, MC4R antag cAMP -2, NR5A2 inv ag 0, NCOA3 inh -4, LMP1 NFkB inh 2, SRC1 inh 4, NR2F2 inh -4 and ABHD5 PLIN5 PPI -2.
For CCN(CC)c1ccc(NC(=O)CSc2nc(C3CC3)nc3ccccc23)cc1C the results were NCOA2 inhibitor -7, NOD2 RIPK2 PPI -8, TLR9-MyD88 block -2, MC4R ag barr 8.9*, MC4R antag cAMP -16, NR5A2 inv ag 39, NCOA3 inh 1, LMP1 NFkB inh 20, SRC1 inh 4, NR2F2 inh -4 and ABHD5 PLIN5 PPI -9.
O=C(COc1ccc([N+](=O)[O-])cc1)Nc1cccc(C(=O)Nc2ccccc2C(=O)O)c1 was read as NCOA2 inhibitor -7, NOD2 RIPK2 PPI -18, TLR9-MyD88 block 5, MC4R ag barr 1.3, MC4R antag cAMP -6, NR5A2 inv ag 14, NCOA3 inh 12, LMP1 NFkB inh -6, SRC1 inh 0, NR2F2 inh -1 and ABHD5 PLIN5 PPI 1.
Screening O=C(CN1CCCC1)NN=C(c1ccccc1)c1ccccc1 returned NCOA2 inhibitor 11, NOD2 RIPK2 PPI -19, TLR9-MyD88 block -16, MC4R ag barr 1.6, MC4R antag cAMP 4, NR5A2 inv ag 9, NCOA3 inh -6, LMP1 NFkB inh 5, SRC1 inh -21, NR2F2 inh -22 and ABHD5 PLIN5 PPI -6.
CCn1c(SCC(=O)Nc2nc3c(s2)CCCC3)nnc1-c1ccccc1 was read as NCOA2 inhibitor -20, NOD2 RIPK2 PPI 0, TLR9-MyD88 block -3, MC4R ag barr -2.4, MC4R antag cAMP 5, NR5A2 inv ag -11, NCOA3 inh 12, LMP1 NFkB inh -3, SRC1 inh -21, NR2F2 inh -10 and ABHD5 PLIN5 PPI -3.
Screening O=C(OCC#CCSc1nnc(-c2ccncc2)o1)c1cccs1 returned NCOA2 inhibitor -9, NOD2 RIPK2 PPI -1, TLR9-MyD88 block -3, MC4R ag barr -1.0, MC4R antag cAMP 2, NR5A2 inv ag 8, NCOA3 inh 7, LMP1 NFkB inh -9, SRC1 inh 10, NR2F2 inh 8 and ABHD5 PLIN5 PPI -3.
`CC(=O)Nc1ccc(CCNC(=O)c2ccc3ccccc3c2O)cc1` gave NCOA2 inhibitor -4, NOD2 RIPK2 PPI -17, TLR9-MyD88 block -12, MC4R ag barr 1.0, MC4R antag cAMP 9, NR5A2 inv ag -72, NCOA3 inh -154, LMP1 NFkB inh 5, SRC1 inh -65, NR2F2 inh -76 and ABHD5 PLIN5 PPI 9.
`COc1ccc(CCn2c(=S)[nH]c3cc(C(=O)N4CCOCC4)ccc3c2=O)cc1OC` gave NCOA2 inhibitor -8, NOD2 RIPK2 PPI -10, TLR9-MyD88 block -9, MC4R ag barr -1.3, MC4R antag cAMP 11, NR5A2 inv ag -3, NCOA3 inh 13, LMP1 NFkB inh -1, SRC1 inh -2, NR2F2 inh -1 and ABHD5 PLIN5 PPI 0.
CC[C@@]1(C(=O)OC)N[C@H](CN(C)C(=O)Nc2ccc(Cl)cc2)[C@@H]2C(=O)N(C)C(=O)[C@@H]21 was read as NCOA2 inhibitor -21, NOD2 RIPK2 PPI -2, TLR9-MyD88 block -4, MC4R ag barr -0.3, MC4R antag cAMP 8, NR5A2 inv ag 5, NCOA3 inh -10, LMP1 NFkB inh 3, SRC1 inh -8, NR2F2 inh 3 and ABHD5 PLIN5 PPI -4.
CCOC(=O)N1CCN(S(=O)(=O)Cc2ccccc2)CC1 was read as NCOA2 inhibitor -5, NOD2 RIPK2 PPI 1, TLR9-MyD88 block -6, MC4R ag barr -1.9, MC4R antag cAMP -3, NR5A2 inv ag -6, NCOA3 inh -7, LMP1 NFkB inh -3, SRC1 inh -17, NR2F2 inh 0 and ABHD5 PLIN5 PPI -2.
CC(=O)Nc1ccc(SCC(=O)N2CCN(S(=O)(=O)c3ccccc3)CC2)cc1 was read as NCOA2 inhibitor 9, NOD2 RIPK2 PPI -14, TLR9-MyD88 block 1, MC4R ag barr -1.7, MC4R antag cAMP 4, NR5A2 inv ag 21, NCOA3 inh -8, LMP1 NFkB inh 12, SRC1 inh 13, NR2F2 inh 6 and ABHD5 PLIN5 PPI -4.
`O=C(NCc1ccc(F)cc1)c1ccccc1OCc1ccccc1` gave NCOA2 inhibitor 0, NOD2 RIPK2 PPI -2, TLR9-MyD88 block -4, MC4R ag barr -0.3, MC4R antag cAMP -5, NR5A2 inv ag -8, NCOA3 inh 5, LMP1 NFkB inh -4, SRC1 inh 18, NR2F2 inh 9 and ABHD5 PLIN5 PPI -3.
Cn1c(SCC(=O)N2CCOCC2)nnc1-c1ccncc1 was read as NCOA2 inhibitor -17, NOD2 RIPK2 PPI -8, TLR9-MyD88 block -5, MC4R ag barr 1.6, MC4R antag cAMP 7, NR5A2 inv ag 3, NCOA3 inh 8, LMP1 NFkB inh -10, SRC1 inh -42, NR2F2 inh -14 and ABHD5 PLIN5 PPI -5.
For CS(=O)(=O)N1CCC(C(=O)Nc2ccc(C(N)=O)cc2)CC1 the results were NCOA2 inhibitor -24, NOD2 RIPK2 PPI -4, TLR9-MyD88 block 5, MC4R ag barr -0.5, MC4R antag cAMP 14, NR5A2 inv ag 17, NCOA3 inh 13, LMP1 NFkB inh -6, SRC1 inh -4, NR2F2 inh -1 and ABHD5 PLIN5 PPI 4.
Screening c1ccc2c(c1)nc(N1CCCCC1)c1ccccc12 returned NCOA2 inhibitor -64, NOD2 RIPK2 PPI -6, TLR9-MyD88 block -3, MC4R ag barr 1.6, MC4R antag cAMP 9, NR5A2 inv ag -10, NCOA3 inh 1, LMP1 NFkB inh 0, SRC1 inh -59, NR2F2 inh -7 and ABHD5 PLIN5 PPI 4.
For CCOc1ccc(/C=C2\SC(=S)N(NS(=O)(=O)c3ccc(C)cc3)C2=O)cc1OC the results were NCOA2 inhibitor -5, NOD2 RIPK2 PPI -12, TLR9-MyD88 block 5, MC4R ag barr 0.8, MC4R antag cAMP 11, NR5A2 inv ag -3, NCOA3 inh -4, LMP1 NFkB inh 9, SRC1 inh -2, NR2F2 inh 10 and ABHD5 PLIN5 PPI 0.
`O=C(COc1coc(CN2CCN(c3ccccc3F)CC2)cc1=O)N1CCc2ccccc21` gave NCOA2 inhibitor -7, NOD2 RIPK2 PPI -7, TLR9-MyD88 block -7, MC4R ag barr 0.9, MC4R antag cAMP 1, NR5A2 inv ag 9, NCOA3 inh 8, LMP1 NFkB inh 8, SRC1 inh -17, NR2F2 inh -8 and ABHD5 PLIN5 PPI -2.

Assay outcomes: PubChem, several laboratories

This is a subset. The share of hits here may be higher or lower than overall.
